Compound activity deposited in PubChem by Broad Institute.
S100A4 inh HTS: blocks human S100A4 binding to myosin IIA peptide; inhibition, % at 10.7 µM; 0.14% of 360,000 active; S100A4/TAMRA-MyoIIA peptide fluorescence polarization; P26447; AID 652163;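 active = mean inhibition of at least 70% across replicates, with every replicate also reaching that level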
Target sequence (P26447 whole entry, looked up): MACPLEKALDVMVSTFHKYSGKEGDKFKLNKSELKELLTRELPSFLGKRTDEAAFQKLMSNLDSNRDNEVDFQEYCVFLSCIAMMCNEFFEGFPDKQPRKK
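incubation = readout 5 min after mixing, signal stable up to 60 min | system = S100A4 monomer protein | buffer or medium = HEPES pH 7.2 with CaCl2, KCl, NaCl, DTT, Triton | benchmarks = neutral control DMSO, positive control TFP | also added = fluorescent myosin IIA peptide, 5 nM | compound dosing = one concentration per compound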
FN deposition inh: fibronectin deposition inhibition; AH1F fibroblasts, Alexa488-fibronectin deposition fluorescence, overnight; inhibition, % at 12.6 µM; 0.086% of 350,000 active;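 active = mean inhibition across replicates of 30% or more, regardless of how many single replicates reach that level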;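 also: positive control wells lacked labelled fibronectin entirely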
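Assay system: AH1F fibroblasts assembling fluorescent fibronectin matrix; Amount: 10000 AH1F cells per well; Buffer or medium: DMEM, 2% serum; Probe or stimulus: Alexa488-fibronectin, 24 nM final in well; Doses: single compound dose, delivered by pin transfer; Incubation: 1 h adhesion, overnight exposure; Measured by: fluorescence 485/525 nm; Read-out: fibronectin deposition inhibition.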
RAD52 anneal inh: RAD52 (human) annealing inhibition; recombinant RAD52 DNA annealing, FRET fluorescence; inhibition, % at 18.7 µM; 0.46% of 360,000 active;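 active = every replicate showing at least 50% inhibition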
RAD54 branch: blocks human RAD54 Holliday junction branch migration; Q92698; AID 602329; FAM/BHQ fluorescence; inhibition, % at 10.4 µM; 0.14% of 360,000 active;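 active = mean normalized replicate activity at least 40 and at least half of replicates scoring 40 or more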;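 also: 0% = median of neutral control wells and 100% = median of positive control wells; inhibitors cause a drop in the FAM fluorescence signal; in these data hits start at about 50%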
Target sequence (Q92698 whole entry, looked up): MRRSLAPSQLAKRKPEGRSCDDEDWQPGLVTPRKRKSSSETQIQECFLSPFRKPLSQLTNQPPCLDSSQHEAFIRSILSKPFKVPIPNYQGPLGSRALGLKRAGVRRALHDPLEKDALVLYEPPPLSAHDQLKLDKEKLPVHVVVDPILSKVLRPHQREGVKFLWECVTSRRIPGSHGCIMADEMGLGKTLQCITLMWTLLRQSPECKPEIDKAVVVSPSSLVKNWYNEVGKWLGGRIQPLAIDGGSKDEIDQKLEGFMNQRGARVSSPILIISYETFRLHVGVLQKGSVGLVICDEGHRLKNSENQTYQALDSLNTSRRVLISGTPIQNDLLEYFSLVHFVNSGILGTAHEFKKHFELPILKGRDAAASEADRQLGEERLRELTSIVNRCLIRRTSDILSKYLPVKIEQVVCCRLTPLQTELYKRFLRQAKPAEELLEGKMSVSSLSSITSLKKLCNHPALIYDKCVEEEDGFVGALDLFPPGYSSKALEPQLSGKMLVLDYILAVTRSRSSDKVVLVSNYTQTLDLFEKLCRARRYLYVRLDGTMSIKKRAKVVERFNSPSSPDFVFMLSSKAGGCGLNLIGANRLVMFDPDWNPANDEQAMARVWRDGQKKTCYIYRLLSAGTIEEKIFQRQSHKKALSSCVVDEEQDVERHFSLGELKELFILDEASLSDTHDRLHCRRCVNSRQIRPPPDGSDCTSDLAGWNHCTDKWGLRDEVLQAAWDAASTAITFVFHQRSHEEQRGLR
Xi reactivation: activators of X-chromosome reactivation in mouse fibroblasts | AID 743238 | XiGFP mouse fibroblasts, % GFP-positive cells imaging, 3 d; cells co-treated with 5-aza-dC sensitizer; scaled so ellipticine positive control = 100% | activation, % at 7.58 µM | 0.055% of 360,000 active;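 active = mean normalized replicate activation at least 10% and every replicate at or above 10%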;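 also: 0% = median of on-plate neutral control wells and 100% = ellipticine 6 µM median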
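assay system = SV40-immortalized XiGFP fibroblast cells, line 68-5-11 | buffer or medium = DMEM plus 5-aza-dC sensitizer | doses = single-point pinned compound dosing | times = 3-day compound exposure, then 15 min fixation at room temperature | benchmarks = positive control ellipticine, 6 µM final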
esBAF inh: blocks esBAF chromatin remodeling in mouse ES cells; Bmi1-luciferase knock-in reporter, 24 h; 100% = twice the neutral-well signal; reporter increase, % at 12.5 µM; 2% of 350,000 active; AID 602393; in the data active = activation above about 40%;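 also: 0% = median of the plate's neutral control wells and 100% = double that signal; a rise in the Bmi1 reporter signal indicates esBAF inhibition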
EWS-Fli inh: inhibitors of EWS/Fli oncoprotein transcriptional activity; 0.67% of 350,000 active; A673 NR0B1-luciferase reporter, viability-normalised; inhibition, % at 12.6 µM;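 active = mean inhibition of at least 50% after viability correction, with every replicate also passing that limit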;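 also: firefly luciferase signal divided by Alamar Blue viability fluorescence both relative to DMSO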
E-selectin induc: induces E-selectin expression in human endothelial cells; 0.37% of 260,000 active; HUVEC E-selectin immunofluorescence imaging; normalized: neutral wells 0, TNF-alpha wells 100; AID 686992; P16581; activation, % at 7.58 µM;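 active = mean E-selectin-positive cell signal at least 10% of the positive control, reached in at least 60% of replicates, without over 20% cell loss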;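 also: in these data hits start at about 27%; measured in HUVEC primary endothelial cells; signal is the percent of cells scored E-selectin positive by PE staining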
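material = human umbilical vein endothelial cells (HUVEC), E-selectin induction | quantity = 3,000 cells/well | medium = EGM-2 growth medium on 0.1% gelatin-coated wells | technique = immunofluorescence imaging | read-out basis = % PE-positive cells | control set = TNF-alpha positive control, DMSO neutral control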
* = called active by the depositor; · = no result given; & = joins results of further samples. Rows are unselected. About 3% of those tested had a hit in this group.

SMILES	S100A4 inh HTS	FN deposition inh	RAD52 anneal inh	RAD54 branch	Xi reactivation	esBAF inh	EWS-Fli inh	E-selectin induc
CCOC(=O)CC1C(=O)NCCN1Cc1cccc(OC)c1 (stereo not given)	-5	-2	-8	1	0.3	-6	-2	0.1
O=S(=O)(NC1CC1)c1ccc(F)c(F)c1	-3	0	-1	11	0.1	-2	-3	0.1
O=C1c2c(O)cc(O)cc2O[C@@]12c1c(cc(O)c3c1O[C@H](c1ccc(O)cc1)[C@@H](O)C3)O[C@@H]2c1ccc(O)cc1	10	3	-10	12	0.1	-5	-8	-0.8
CCCCN1C(=O)N(CCc2ccc(F)cc2)S(=O)(=O)c2cc(C(F)(F)F)ccc21	0	11	-7	-7	0.1	-10	7	-0.4
CCOc1ccc(NC(=O)CCN2C(=O)c3cccc([N+](=O)[O-])c3C2=O)cc1	0	-9	-5	-1	0.3	-9	11	0.1
COc1cc2c(cc1OC)CN(C(=O)c1ccc([N+](=O)[O-])o1)CC2	2	-4	-4	·	0.1	·	6	0.0
CCOC(=O)/C(C)=N/Nc1nc(-c2ccc(NC(C)=O)cc2)cs1	-9	-3	-13	-1	0.0	·	-15	0.2
NCC(=O)NCC(=O)NC[C@H]1O[C@@H](n2cnc3c(N)ncnc32)[C@H](O)[C@@H]1O	6	5	-17	-4	0.0	-4	-3	0.0
C[C@H](CO)N1C[C@H](C)[C@H](CN(C)Cc2ccccc2)Oc2ccc(NC(=O)Nc3ccccc3)cc2C1=O	-8	3	10	15	0.0	1	16	1.4
Cc1ccc(NC(=O)C/C(N)=N/O)cc1Cl	12	-15	-18	·	0.1	·	-9	5.0
N#Cc1ccc(-c2csc(NC(=O)C3CC3)n2)cc1	2	-10	1	-7	0.1	-29	-61	0.0
CC(=O)Nc1ccc(NC(=O)C(=O)NCC(c2ccco2)N2CCc3ccccc3C2)cc1 (stereo not given)	1	-4	-18	5	-0.1	2	17	0.0
O=C(OCC(=O)c1c[nH]c2ccccc12)c1cccc([N+](=O)[O-])c1	-4	-5	-43	-9	0.2	-8	-6	1.5
O=C(N[C@H]1CC[C@H](CCNS(=O)(=O)Cc2ccccc2)O[C@@H]1CO)c1ccc2c(c1)OCO2	-4	2	-5	-15	0.2	-3	2	0.2
O=C(C[n+]1ccc(C(=O)NCc2ccccc2)cc1)c1ccc(Cl)cc1	-11	-5	-23	11	0.0	4	3	-1.6
CO[C@@H]1CC[C@@H]2CCOc3c(C#N)cccc3C(=O)N(C)C[C@@H](OC)[C@@H](C)C(=O)N(C)C[C@H]1O2	7	-2	4	4	0.0	1	9	0.0
COc1c(N2CCN(C(=S)Nc3ccccc3F)C(C)C2)c(F)cc2c(=O)c(C(=O)O)cn(C3CC3)c12 (stereo not given)	-4	-4	-13	·	0.0	·	30	·
N#CCCN(Cc1cccnc1)C(=S)NCc1ccco1	-6	1	-7	·	0.5	·	6	-0.8
C[C@@H]1CN([C@@H](C)CO)C(=O)c2cccc(NC(=O)C3CCOCC3)c2O[C@@H]1CN(C)Cc1ccc(-c2ccccc2)cc1	3	·	8	1	0.1	0	4	0.3
CNS(=O)(=O)c1cccc(C(=O)OCC(=O)c2cc3ccccc3o2)c1	-2	0	-174	·	-0.1	·	-5	1.0
Brc1ccccc1OCCCN1CCCC1	1	2	-12	4	0.2	0	8	·
Cc1ccc(NC(=O)CN2C(=O)NC(C)(CC(C)C)C2=O)c(Br)c1 (stereo not given)	-2	0	-5	-4	0.3	0	0	0.0
C=CCSc1nc2ccccc2c(=O)n1Cc1ccccc1	5	2	-10	·	0.1	·	-3	·
CS(=O)(=O)N1CCN(c2ccc(NC(=O)COc3ccccc3)cc2)CC1	1	0	-15	-5	0.1	·	3	·
Nc1c(C(=O)c2ccccc2)oc2ccccc12	8	2	·	1	·	10	·	·
Going on with the list.
SMILES	S100A4 inh HTS	FN deposition inh	RAD52 anneal inh	RAD54 branch	Xi reactivation	esBAF inh	EWS-Fli inh	E-selectin induc
O=C(C[C@H]1CC[C@@H]2[C@H](COC[C@H](O)CN2C(=O)c2cnccn2)O1)NCc1ccccc1	8	2	-4	3	0.3	-1	-1	0.2
CC(C(=O)N1CCCCCC1)N(c1ccc(Cl)cc1)S(C)(=O)=O (stereo not given)	0	-2	-18	2	0.2	-4	2	·
C[C@H]1CN([C@@H](C)CO)C(=O)c2cc(NS(C)(=O)=O)ccc2O[C@H]1CN(C)C(=O)Nc1ccccc1	-4	·	12	-5	0.0	-5	15	-15
COc1ccc2oc(=N)c(C(=O)Nc3ccc(F)cc3)cc2c1	-3	5	3	·	0.1	·	-83	0.2
CO[C@@H]1CN(C)C(=O)c2cc(NS(=O)(=O)c3ccc(Cl)cc3)ccc2OC[C@H](C)N(C)C[C@@H]1C	1	-10	4	2	0.3	0	3	-0.2
Cc1cccc(CN(C(=S)Nc2c(C)cccc2C)c2cccnc2)c1	1	·	-8	·	0.0	·	5	·
O=C(CC1CC1)N1CC2(C1)[C@H](c1ccccc1)[C@@H](CO)N2Cc1cccc(F)c1	1	·	-9	·	-0.1	·	7	-0.2
O=C(Nc1ccc(Cl)cc1)c1cc(Br)ccc1OCC(=O)N1CCOCC1	-2	3	-16	14	0.1	0	-3	0.0
CCOC(=O)c1cccc(NS(=O)(=O)c2c(C)[nH]c(C)c2C(=O)N2CCCC2)c1	-2	6	-17	2	0.0	8	·	-0.3
C[C@@H]1CN([C@H](C)CO)C(=O)Cc2cc(NC(=O)NC3CCCCC3)ccc2O[C@@H]1CN(C)S(=O)(=O)c1ccccc1	-6	11	-7	6	0.0	-5	18	-0.1
CC(C)NC(=O)c1ccc2c3n(nc2c1)-c1ccc(Cl)cc1CO3	-9	1	6	-4	-0.3	75*	-98	0.2
CCN(CC)CCNC(=O)c1cc(S(=O)(=O)N2CCc3ccccc32)cn1C	-2	-8	-5	13	0.2	7	6	-0.1
Cc1nnc(SCc2cc(=O)[nH]c(Nc3nc(C)c4cc(C)c(C)cc4n3)n2)s1	-1	-12	-22	·	0.2	·	5	·
O=C(c1ccccn1)N1C[C@@H]2N[C@H](C1)C2c1ccc(-c2ccccc2F)cc1 (stereo not given in full)	3&-30	-2&-14	-3&-3	·	0.1&0.0	·	-1&34	0.0&0.2
C[C@@H]1CN([C@@H](C)CO)C(=O)c2cc(NS(=O)(=O)c3ccc(F)cc3)ccc2O[C@@H]1CN(C)S(=O)(=O)c1ccc(Cl)cc1	57	·	4	0	-1.2	2	18	-0.5
CN1CCN(CCC(=O)N/N=C/c2cc([N+](=O)[O-])ccc2OC(F)F)CC1	0	24	12	14	0.2	-4	6	0.9
CCN1CCN(C(=O)C2CC(c3ccc(F)cc3)=NO2)CC1 (stereo not given)	-1	-6	-18	-1	0.0	1	-11	0.0
CN(C)C(=O)C[C@H]1CC[C@@H]2[C@H](COC[C@H](O)CN2S(=O)(=O)c2ccccc2Cl)O1	2	1	-2	7	0.1	-2	-4	0.2
O=C(C[C@H]1CC[C@@H]2[C@H](COC[C@@H](O)CN2S(=O)(=O)c2ccc(F)cc2)O1)NCCN1CCCCC1	7	-3	-7	-1	0.1	-1	5	0.2
CC1(C(=O)NS(=O)(=O)c2ccccc2OC(F)(F)F)CCN1C(=O)c1ccco1 (stereo not given)	0	5	-19	5	-0.2	-6	-3	-0.2
Cc1ccccc1-c1cnc2c(c1)C(=O)N([C@@H](C)CO)C[C@@H](C)[C@H](CN(C)C(=O)c1cccnc1)O2	0	·	-5	5	0.2	0	-10	0.0
COc1ccc(OC)c(N(CC(=O)NCCc2ccc(OC)c(OC)c2)S(=O)(=O)c2ccccc2)c1	0	-5	6	5	-0.1	-1	5	·
Cn1c(=O)c2cc(S(=O)(=O)NC(C(=O)NCc3cccnc3)c3ccccc3)ccc2n(C)c1=O (stereo not given)	-5	2	-1	-2	-0.1	2	-2	0.0
COc1ccc(-c2cc3ccc(OCC(C)=O)cc3oc2=O)cc1OC	0	0	-11	1	0.0	47*	-98	·
CCC(=O)N(C)C[C@@H]1Oc2cc(-c3ccncc3)ccc2S(=O)(=O)N([C@@H](C)CO)C[C@@H]1C	18	·	15	-9	-1.0	-4	19	-0.2

Of the compounds above, these have a furan ring, fused or not:
SMILES	S100A4 inh HTS	FN deposition inh	RAD52 anneal inh	RAD54 branch	Xi reactivation	esBAF inh	EWS-Fli inh	E-selectin induc
COc1cc2c(cc1OC)CN(C(=O)c1ccc([N+](=O)[O-])o1)CC2	2	-4	-4	·	0.1	·	6	0.0
CC(=O)Nc1ccc(NC(=O)C(=O)NCC(c2ccco2)N2CCc3ccccc3C2)cc1 (stereo not given)	1	-4	-18	5	-0.1	2	17	0.0
N#CCCN(Cc1cccnc1)C(=S)NCc1ccco1	-6	1	-7	·	0.5	·	6	-0.8
CNS(=O)(=O)c1cccc(C(=O)OCC(=O)c2cc3ccccc3o2)c1	-2	0	-174	·	-0.1	·	-5	1.0
Nc1c(C(=O)c2ccccc2)oc2ccccc12	8	2	·	1	·	10	·	·
CC1(C(=O)NS(=O)(=O)c2ccccc2OC(F)(F)F)CCN1C(=O)c1ccco1 (stereo not given)	0	5	-19	5	-0.2	-6	-3	-0.2

Further compounds
SMILES	S100A4 inh HTS	FN deposition inh	RAD52 anneal inh	RAD54 branch	Xi reactivation	esBAF inh	EWS-Fli inh	E-selectin induc
C[C@@H](NC(=O)[C@H]1[C@H](CO)[C@H]2Cn3c(ccc(C4=CCCC4)c3=O)[C@H]2N1C)c1ccccc1	-13	·	-40	-1	0.5	0	6	-0.3
O=C1N[C@H](Cc2ccccc2)COCn2nncc2CC[C@@H]1Cc1ccccc1	·	-8	·	·	0.0	·	-1	0.2
CCc1cc(=O)oc2cc(OC3CCCCC3=O)ccc12 (stereo not given)	-2	-1	-12	-8	0.1	4	-20	0.0
C[C@@H]1CN([C@H](C)CO)C(=O)c2ccccc2-c2ccccc2CO[C@@H]1CN(C)C(=O)Nc1cccc(C(F)(F)F)c1	3	-5	-16	-2	0.4	2	4	0.0
COc1ccc(NC(=S)N/N=C/c2ccc(F)cc2)cc1OC	-5	·	-17	·	0.0	·	6	·
CCN1CCN(CCCNC(=O)c2ccc3c(c2)NC(=O)/C(=C\c2cccc(C)c2)S3)CC1	-2	11	44	66*	0.0	-46	60*	·
COCCCNC(=O)Cc1ccc(-n2c(C)nc3cccnc32)cc1	1	·	-31	-25	0.2	-4	8	·
C[C@H](CO)N1C[C@H](C)[C@@H](CN(C)Cc2ccc(-c3ccccc3)cc2)Oc2ccc(NC(=O)Nc3ccc(F)cc3)cc2CC1=O	8	15	7	-4	0.2	-4	11	-0.1
CO[C@H]1CN(C)C(=O)c2ccc(NC(=O)c3ccc(-c4ccccc4)cc3)cc2OC[C@H](C)NC[C@H]1C	2	-11	56	20	-0.2	-1	83*	0.1
O=C1c2ccccc2CN1Cc1ccccc1	-2	-1	-13	1	0.2	8	-3	0.6
CCC(=O)N1[C@H](C(=O)OC)[C@@H](CO)[C@@H]2Cn3c(ccc(-c4cccc(F)c4)c3=O)[C@@H]21	-10	·	-3	2	0.0	-1	3	-0.1
